From PubChem
HTR1A agonist – agonists of human 5-HT1a serotonin receptor | P08908 | CHO 5-HT1a Ga15 NFAT-bla reporter, FRET ratio; 0% basal, 100% maximal reference agonist | activation, % at 10 µM | 0.56% of 65,000 active | AID 567;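 active = activation above the screen-wide mean activation plus 3 SD, cut at about 19% in these data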;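 also: 0% = DMSO wells and 100% = 5-CT at EC100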
Target sequence (P08908 whole entry, looked up): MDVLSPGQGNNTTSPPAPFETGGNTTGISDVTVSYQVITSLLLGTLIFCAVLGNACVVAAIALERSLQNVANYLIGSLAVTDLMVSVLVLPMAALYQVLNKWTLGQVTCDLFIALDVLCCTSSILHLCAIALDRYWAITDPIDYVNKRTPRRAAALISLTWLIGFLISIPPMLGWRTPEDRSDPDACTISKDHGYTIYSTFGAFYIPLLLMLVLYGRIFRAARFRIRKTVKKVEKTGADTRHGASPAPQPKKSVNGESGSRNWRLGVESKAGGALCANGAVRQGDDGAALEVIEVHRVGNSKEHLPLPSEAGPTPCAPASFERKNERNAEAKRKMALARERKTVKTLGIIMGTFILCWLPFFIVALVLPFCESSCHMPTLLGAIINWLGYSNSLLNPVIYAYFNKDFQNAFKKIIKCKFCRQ
FXIIa mix inh – factor XIIa (human) inhibition, mixture screen. P00748. 0.2% of 62,000 active. inhibition, % at 5 µM. purified FXIIa, fluorogenic substrate, pooled mixtures;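 also: 0% = enzyme without compound and 100% = no enzyme blank; some results filed as inactive read as strong as hits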
DUSP1 inh – human dual specificity phosphatase 1 inhibition. P28562. recombinant MKP-1, OMFP hydrolysis fluorescence. inhibition, %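 (compounds tested at a single concentration somewhere between 10 and 100 µM)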. 0.15% of 65,000 active. AID 374;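 active = inhibition above about 50%, limit read from the data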;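 also: 0% = DMSO max control wells and 100% = wells with enzyme stopped by NaOH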
CatL block – blocks human cathepsin L protease activity; purified cathepsin L, fluorogenic substrate, fluorescence; P07711; inhibition, %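 (tested at 10 µM)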; 0.17% of 58,000 active; AID 460; in the data active = inhibition above about 45%;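 also: 0% = enzyme with no compound and 100% = no enzyme blank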
Hsp90 block – displaces geldanamycin probe from tumor Hsp90 | P07900 | NCI-N417 lysate Hsp90, Cy3B-geldanamycin FP displacement | inhibition, % at 30 µM | 0.35% of 64,000 active;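 active = inhibition above 50%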;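 also: 0% = tracer plus lysate wells and 100% = tracer alone without lysate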
Cdc25B inh – human M-phase inducer phosphatase 2 inhibition. inhibition, %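 (compounds tested at 10 µM final in the well)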. 0.1% of 65,000 active. recombinant Cdc25B, OMFP fluorescence Ex485/Em525. P30305; in the data active = inhibition above about 50%
FXIa mix inh – blocks human factor XIa in pooled compound mixtures; purified FXIa, fluorogenic substrate; inhibition, % at 5 µM; 0.19% of 62,000 active; AID 680;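 also: each value is inhibition by a whole ten-compound pool holding the compound; 0% = enzyme with no mixture and 100% = wells lacking enzyme; strong numbers were not always called active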
Target sequence (P03951 19-387 limits assumed): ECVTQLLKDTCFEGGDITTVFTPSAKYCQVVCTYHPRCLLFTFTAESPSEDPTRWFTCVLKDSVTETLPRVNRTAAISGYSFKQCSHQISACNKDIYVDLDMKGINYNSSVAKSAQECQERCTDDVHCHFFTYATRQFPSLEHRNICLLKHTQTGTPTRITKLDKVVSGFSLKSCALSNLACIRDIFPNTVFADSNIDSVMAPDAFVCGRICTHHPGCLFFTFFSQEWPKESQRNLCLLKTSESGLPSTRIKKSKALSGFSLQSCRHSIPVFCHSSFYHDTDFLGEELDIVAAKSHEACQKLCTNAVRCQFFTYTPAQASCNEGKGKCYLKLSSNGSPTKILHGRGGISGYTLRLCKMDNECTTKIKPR
Target sequence (P03951 388-625 limits assumed): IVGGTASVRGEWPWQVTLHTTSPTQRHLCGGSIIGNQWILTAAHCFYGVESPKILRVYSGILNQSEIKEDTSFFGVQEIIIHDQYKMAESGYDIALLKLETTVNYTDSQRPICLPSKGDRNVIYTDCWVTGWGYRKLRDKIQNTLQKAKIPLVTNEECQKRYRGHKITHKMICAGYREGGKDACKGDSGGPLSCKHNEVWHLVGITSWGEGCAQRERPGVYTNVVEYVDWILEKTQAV
C1s block – human complement C1s inhibition; mean inhibition % of two 10-compound mixtures (hits give high values), % at 5 µM (by protocol); purified C1s, fluorogenic AMC substrate, pooled mixtures; 0.16% of 62,000 active; P09871;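 active = inhibition above 20% in each of the two 10-compound mixture wells holding the compound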;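 also: 0% = enzyme wells lacking compound mixture and 100% = no-enzyme blank wells; some compounds called inactive have numbers as strong as hits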
Cathepsin G inh – inhibitors of human cathepsin G; AID 581; inhibition, % at 5 µM (by protocol); 0.2% of 62,000 active; purified enzyme, AMC-tetrapeptide fluorescence, pooled mixtures;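 active = inhibition above 20% in each of the two mixture wells holding the compound; inactive = inhibition of 20% or less in either well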;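 also: 0% = enzyme control without mixture and 100% = blank lacking enzyme; strong numbers were not always called active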
* hit, by the source's call. Rule as the data show it, unless noted: active = inhibition above about 20% (passing the limit was not always enough); inactive = the rest.

Results for O=C(Cn1nc(C(F)(F)F)c2c1CCC2)NC1CCCCC1 ?
HTR1A agonist: -0.8; FXIIa mix inh: 0; DUSP1 inh: 22; CatL block: 18; Hsp90 block: 0; Cdc25B inh: 2; FXIa mix inh: 11; C1s block: -11; Cathepsin G inh: 9

Results for CCOc1ccc(S(=O)(=O)Nc2cc(OC)ccc2OC)cc1 ?
HTR1A agonist: -1.8; FXIIa mix inh: 1; DUSP1 inh: -12; CatL block: -1; Hsp90 block: 2; Cdc25B inh: -3; FXIa mix inh: 9; C1s block: 2; Cathepsin G inh: 0

What do the screens show for `O=c1[nH]c(-c2ccc(Cl)cc2)nc2c1cnn2-c1ccccc1`?
HTR1A agonist: -2.7; FXIIa mix inh: 2; DUSP1 inh: 6; Hsp90 block: -2; Cdc25B inh: -6; FXIa mix inh: 20; C1s block: -1; Cathepsin G inh: -3

What do the screens show for `CSc1ccc(S(=O)(=O)N2CCN(Cc3ccc4c(c3)OCO4)CC2)cc1`?
HTR1A agonist: -0.8; FXIIa mix inh: 1; DUSP1 inh: -1; CatL block: 18; Hsp90 block: 3; Cdc25B inh: -15; FXIa mix inh: 8; C1s block: 9; Cathepsin G inh: 15

What do the screens show for `CS(=O)(=O)N1CCC(C(=O)NCc2ccc(F)cc2Cl)CC1`?
HTR1A agonist: -3.3; FXIIa mix inh: 1; DUSP1 inh: -14; CatL block: -3; Hsp90 block: 1; Cdc25B inh: -8; FXIa mix inh: -5; C1s block: 6; Cathepsin G inh: 0

How did CCOc1ccccc1CN1C(=O)NC(C)(c2ccccc2)C1=O (configuration not stated) do in these assays?
HTR1A agonist: 0.5; FXIIa mix inh: 5; DUSP1 inh: 3; Hsp90 block: -1; Cdc25B inh: -3; FXIa mix inh: 6; C1s block: -5; Cathepsin G inh: 1

Results for COC(=O)c1sc2nc(-c3ccco3)ccc2c1N ?
HTR1A agonist: 0.3; FXIIa mix inh: 19; DUSP1 inh: 29; CatL block: -5; Hsp90 block: -7; Cdc25B inh: 8; FXIa mix inh: -1; C1s block: -22; Cathepsin G inh: 7

Results for O=C(Nc1ccc2c(c1)CCC2)C1CCN(c2ncccn2)CC1 ?
HTR1A agonist: -0.8; FXIIa mix inh: -1; DUSP1 inh: -20; CatL block: -5; Hsp90 block: 2; Cdc25B inh: -1; FXIa mix inh: 1; C1s block: -6; Cathepsin G inh: 7

What do the screens show for `O=C(NCc1ccccn1)c1ccc(CS(=O)(=O)Cc2ccc(Cl)cc2)o1`?
HTR1A agonist: -4.1; FXIIa mix inh: 1; DUSP1 inh: 6; CatL block: 1; Hsp90 block: 0; Cdc25B inh: 12; FXIa mix inh: 12; C1s block: 4; Cathepsin G inh: 0

Results for COc1ccc(-n2ncc3c(Nc4cccc(C)c4)ncnc32)cc1 ?
HTR1A agonist: 0.3; DUSP1 inh: -29; CatL block: -15; Hsp90 block: -5; Cdc25B inh: -3

How did CCOC(=O)C1CCCN(C(=O)c2ccco2)C1 (configuration not stated) do in these assays?
HTR1A agonist: -0.2; FXIIa mix inh: 1; DUSP1 inh: 6; CatL block: 9; Hsp90 block: 0; Cdc25B inh: -8; FXIa mix inh: 3; C1s block: 12; Cathepsin G inh: 11

What do the screens show for `COc1ccc(S(=O)(=O)Nc2ccc3c(c2)OCO3)cc1C(=O)O`?
HTR1A agonist: 2.2; FXIIa mix inh: 8; DUSP1 inh: -2; Hsp90 block: -3; Cdc25B inh: -2; FXIa mix inh: 7; C1s block: 7; Cathepsin G inh: 11

How did COc1cc(CC(=O)O)c(C(C)=O)cc1OC do in these assays?
HTR1A agonist: 0.1; FXIIa mix inh: 10; DUSP1 inh: 6; CatL block: -7; Hsp90 block: 2; Cdc25B inh: -3; FXIa mix inh: 3; C1s block: -41; Cathepsin G inh: -9

How did Nc1nnc(SCc2cccnc2)s1 do in these assays?
HTR1A agonist: -2.8; FXIIa mix inh: 14; DUSP1 inh: -5; CatL block: -3; Hsp90 block: -2; Cdc25B inh: -14; FXIa mix inh: -2; C1s block: 0; Cathepsin G inh: -7

Results for COc1ccc2c(c1)c1ccccc1n2C ?
HTR1A agonist: -4.0; FXIIa mix inh: -25; DUSP1 inh: -1; CatL block: 10; Hsp90 block: 0; Cdc25B inh: 8; FXIa mix inh: 5; C1s block: 13; Cathepsin G inh: 12

How did CCN(CC)CCNC(=O)CS(=O)Cc1nc(-c2ccc(Cl)cc2)oc1C (configuration not stated) do in these assays?
HTR1A agonist: 0.5; FXIIa mix inh: -27; DUSP1 inh: 1; CatL block: 2; Hsp90 block: 0; Cdc25B inh: -7; FXIa mix inh: 33; C1s block: 1; Cathepsin G inh: -1

Results for CCNC(=O)NC(=O)COC(=O)CCCSc1nc2ccccc2[nH]1 ?
HTR1A agonist: 0.4; FXIIa mix inh: 18; DUSP1 inh: 6; Hsp90 block: -4; Cdc25B inh: -8; FXIa mix inh: 0; C1s block: 2; Cathepsin G inh: 0

Results for Cc1ccc2nc(SCC(=O)Nc3cc(C)on3)[nH]c2c1 ?
HTR1A agonist: -4.4; FXIIa mix inh: 2; DUSP1 inh: -6; CatL block: -3; Hsp90 block: -1; Cdc25B inh: -11; FXIa mix inh: 4; C1s block: -5; Cathepsin G inh: -1

Results for CN(CCOc1ccc(Cl)cc1)c1ccc(S(=O)(=O)N2CCCCC2)cn1 ?
HTR1A agonist: -1.0; FXIIa mix inh: 2; DUSP1 inh: 21; CatL block: -1; Hsp90 block: -4; Cdc25B inh: -11; FXIa mix inh: 40*; C1s block: -14; Cathepsin G inh: 18

How did CCC1=[N+]([O-])C(C)(/C(C)=N\O)N(O)C1(C)C (configuration not stated) do in these assays?
HTR1A agonist: -0.2; FXIIa mix inh: -9; DUSP1 inh: -7; CatL block: 8; Hsp90 block: -1; Cdc25B inh: 14; FXIa mix inh: 19; C1s block: -30; Cathepsin G inh: -1

Results for Cc1nc2cc(C(=O)O)ccc2n1-c1ccc(F)cc1F ?
HTR1A agonist: -2.1; FXIIa mix inh: 2; DUSP1 inh: 7; CatL block: 20; Hsp90 block: 16; Cdc25B inh: -2; FXIa mix inh: -8; C1s block: -39; Cathepsin G inh: -4

How did O=C(NCc1nc2ccccc2[nH]1)c1ccc(Cl)c(S(=O)(=O)N2CCCC2)c1 do in these assays?
HTR1A agonist: -0.8; FXIIa mix inh: 7; DUSP1 inh: 10; CatL block: -8; Hsp90 block: 0; Cdc25B inh: -4; FXIa mix inh: 4; C1s block: 1; Cathepsin G inh: -2

Results for CCOC(=O)COc1ccc(-c2nnc(-c3ccccc3)o2)cc1 ?
HTR1A agonist: -2.3; FXIIa mix inh: 5; DUSP1 inh: 32; CatL block: 1; Hsp90 block: 0; Cdc25B inh: -14; FXIa mix inh: 4; C1s block: -13; Cathepsin G inh: -14

What do the screens show for `CCn1c(C)c(CCC(=O)O)c(=O)n2nc(-c3ccccc3OC)cc12`?
HTR1A agonist: -4.2; FXIIa mix inh: 8; DUSP1 inh: 4; CatL block: -5; Hsp90 block: 3; Cdc25B inh: 4; FXIa mix inh: 9; C1s block: -25; Cathepsin G inh: 6

Results for Cc1cccn2c(=O)c3cc(C(N)=S)c(=N)n(CCCOC(C)C)c3nc12 ?
HTR1A agonist: 3.5; DUSP1 inh: -8; CatL block: -130; Hsp90 block: -5; Cdc25B inh: 18

What do the screens show for `CC(=O)Nc1ccc(NC(=O)CSc2nccn2Cc2ccccc2)cc1`?
HTR1A agonist: -0.5; FXIIa mix inh: 0; DUSP1 inh: 3; Hsp90 block: -6; Cdc25B inh: -5; FXIa mix inh: -16; C1s block: -42; Cathepsin G inh: -6

Results for Cc1oc(-c2ccc(Cl)cc2)nc1CN1CCC(C(=O)N2CCc3ccccc3C2)CC1 ?
HTR1A agonist: 32*; FXIIa mix inh: 6; DUSP1 inh: 12; Hsp90 block: -1; Cdc25B inh: -27; FXIa mix inh: 7; C1s block: 7; Cathepsin G inh: 6

What do the screens show for `Cc1ccc(C2CC(c3ccccc3Cl)n3nc(N)nc3N2)cc1` (configuration not stated)?
HTR1A agonist: 3.1; FXIIa mix inh: 1; DUSP1 inh: 3; CatL block: -5; Hsp90 block: 0; Cdc25B inh: -3; FXIa mix inh: 8; C1s block: 12; Cathepsin G inh: 9

What do the screens show for `COc1ccccc1NC(=O)Nc1ccnn1Cc1cccs1`?
HTR1A agonist: -1.9; FXIIa mix inh: -19; DUSP1 inh: 5; CatL block: 6; Hsp90 block: 0; Cdc25B inh: -10; FXIa mix inh: -1; C1s block: -32; Cathepsin G inh: -7

Results for CCn1cc(C(=O)N2CCN(Cc3ccc4c(c3)OCO4)CC2)c2cc(OC)c(OC)cc2c1=O ?
HTR1A agonist: -0.5; FXIIa mix inh: 5; FXIa mix inh: 11; C1s block: 1; Cathepsin G inh: 0

Nothing new here: an excerpt of the list.
Results for O=C(Cn1nc(C(F)(F)F)c2c1CCC2)NC1CCCCC1 ?
HTR1A agonist: -0.8; FXIIa mix inh: 0; DUSP1 inh: 22; CatL block: 18; Hsp90 block: 0; Cdc25B inh: 2; FXIa mix inh: 11; C1s block: -11; Cathepsin G inh: 9

Results for CCOc1ccc(S(=O)(=O)Nc2cc(OC)ccc2OC)cc1 ?
HTR1A agonist: -1.8; FXIIa mix inh: 1; DUSP1 inh: -12; CatL block: -1; Hsp90 block: 2; Cdc25B inh: -3; FXIa mix inh: 9; C1s block: 2; Cathepsin G inh: 0

What do the screens show for `O=c1[nH]c(-c2ccc(Cl)cc2)nc2c1cnn2-c1ccccc1`?
HTR1A agonist: -2.7; FXIIa mix inh: 2; DUSP1 inh: 6; Hsp90 block: -2; Cdc25B inh: -6; FXIa mix inh: 20; C1s block: -1; Cathepsin G inh: -3

The list continues:
What do the screens show for `Cc1c(C(=O)O)oc2c3c(ccc12)OCCO3`?
HTR1A agonist: -1.1; FXIIa mix inh: 7; DUSP1 inh: 8; CatL block: 5; Hsp90 block: 1; Cdc25B inh: 4; FXIa mix inh: 9; C1s block: 3; Cathepsin G inh: -1

Results for COc1ncnc2c1N[C@@](C)(O)c1c(F)c(F)c(F)c(F)c1S2 ?
HTR1A agonist: -1.0; FXIIa mix inh: 12; DUSP1 inh: -14; CatL block: -2; Hsp90 block: -1; Cdc25B inh: -8; FXIa mix inh: 4; C1s block: 3; Cathepsin G inh: -1

How did CSc1ccccc1NC(=O)c1cccs1 do in these assays?
HTR1A agonist: 0.6; FXIIa mix inh: 7; DUSP1 inh: -3; CatL block: 28; Hsp90 block: 0; Cdc25B inh: -13; FXIa mix inh: 0; C1s block: -16; Cathepsin G inh: -7

How did N#Cc1c2c(c(N3CCN(c4ccccn4)CC3)n3c1nc1ccccc13)CCC2 do in these assays?
HTR1A agonist: -2.3; FXIIa mix inh: 10; CatL block: 0; FXIa mix inh: 11; C1s block: -42; Cathepsin G inh: -7

Results for O=C(O)c1ccc(OC(F)(F)C(F)C(F)(F)F)cc1 (configuration not stated) ?
HTR1A agonist: -0.2; FXIIa mix inh: 3; DUSP1 inh: -6; CatL block: 5; Hsp90 block: -2; Cdc25B inh: -10; FXIa mix inh: -3; C1s block: 3; Cathepsin G inh: 8

What do the screens show for `Cc1cc2cc(CN(C(=O)C3CC3)C3CCCC3)c3nnnn3c2cc1C`?
HTR1A agonist: 0.6; FXIIa mix inh: 6; DUSP1 inh: 5; CatL block: 0; Hsp90 block: 0; Cdc25B inh: 9; FXIa mix inh: 4; C1s block: -32; Cathepsin G inh: 1

Results for CCCS(=O)(=O)N1CCN(C(=O)COc2ccc(-c3ccccc3)cc2)CC1 ?
HTR1A agonist: 0.0; FXIIa mix inh: 4; DUSP1 inh: 8; CatL block: -2; Hsp90 block: -1; Cdc25B inh: -1; FXIa mix inh: 1; C1s block: 1; Cathepsin G inh: 7

Results for CC(=O)OCN(C#N)c1nc(N(C)C)nc(N(C)C)n1 ?
HTR1A agonist: -0.9; FXIIa mix inh: -10; DUSP1 inh: 17; CatL block: 1; Hsp90 block: -5; Cdc25B inh: 2; FXIa mix inh: 2; C1s block: 12; Cathepsin G inh: 7

How did COc1cc(C(C#N)N2CCCCC2)ccc1O (configuration not stated) do in these assays?
HTR1A agonist: 0.4; FXIIa mix inh: 1; DUSP1 inh: 9; CatL block: 2; Hsp90 block: -2; Cdc25B inh: -7; FXIa mix inh: 5; C1s block: 18; Cathepsin G inh: 14
